# Furin inhibitor = blocks human furin protease activity; 220,000 compounds, 0.061% hits; purified furin, fluorogenic substrate cleavage; P09958; AID 463115; inhibition, % at 30 µM; in the data active = inhibition above about 25%; also: inactives centre near -15
# PERK inhibitor = blocks human PERK kinase; Q9NZJ5; CHO PERK-DD fusion, SEAP luminescence translation reporter; inhibition, % at 5.6 µM; 220,000 compounds, 0.17% hits; AID 1416;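 active = inhibition above the mean inhibition of all tested compounds plus 3 SD, set separately per screening campaign, cut at about 2.9% in these data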;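 also: PERK kinase domain activated by AP20187 dimerizer at 100 nM; 0% = DMSO with dimerizer and 100% = rapamycin at 8.4 µM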
# FXIa inh = blocks human coagulation factor XIa protease activity. P03951. AID 798. inhibition, % at 5 µM. 220,000 compounds, 0.14% hits. purified FXIa, Boc-Glu-Ala-Arg-AMC fluorogenic substrate;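 active = inhibition of at least 40%; inactive = inhibition below 40%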;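 also: fluorescence of freed AMC excited at 355 nm; 0% = enzyme without compound and 100% = no enzyme blank; many of its hits are not listed in these tables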
# FXIIa inh 1536 = inhibitors of human coagulation factor XIIa; purified FXIIa, Boc-QGR-AMC fluorogenic substrate, 2 h; inhibition, % at 5 µM; 220,000 compounds, 0.3% hits; AID 800; in the data active = inhibition above about 40%;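 also: 0% = enzyme with no compound and 100% = blank without enzyme; many of its hits are not listed in these tables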
# Target sequence (P00748 20-372 limits assumed): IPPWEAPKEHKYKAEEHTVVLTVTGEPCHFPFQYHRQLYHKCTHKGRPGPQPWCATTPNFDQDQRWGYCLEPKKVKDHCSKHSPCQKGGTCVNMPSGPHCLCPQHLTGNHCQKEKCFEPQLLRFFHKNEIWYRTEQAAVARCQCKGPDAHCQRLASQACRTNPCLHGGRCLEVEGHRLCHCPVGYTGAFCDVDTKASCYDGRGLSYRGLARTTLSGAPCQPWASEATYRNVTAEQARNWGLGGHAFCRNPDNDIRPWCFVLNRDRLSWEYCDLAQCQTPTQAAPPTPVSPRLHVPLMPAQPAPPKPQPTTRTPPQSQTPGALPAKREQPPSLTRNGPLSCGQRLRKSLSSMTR
# Target sequence (P00748 373-615 limits assumed): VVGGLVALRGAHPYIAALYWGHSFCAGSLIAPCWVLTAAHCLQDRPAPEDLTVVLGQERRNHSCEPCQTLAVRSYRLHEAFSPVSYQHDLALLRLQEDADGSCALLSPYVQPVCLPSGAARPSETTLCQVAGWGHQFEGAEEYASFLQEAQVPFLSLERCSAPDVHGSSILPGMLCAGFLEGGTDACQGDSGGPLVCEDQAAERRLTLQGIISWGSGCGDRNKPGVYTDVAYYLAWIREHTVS
# thrombin 1536 = blocks human thrombin protease activity | alpha-thrombin, Boc-VPR-AMC fluorogenic substrate cleavage | inhibition, % at 5 µM | 220,000 compounds, 0.26% hits | AID 1046 | P00734;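 active = inhibition at or above 40%; inactive = inhibition below 40%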;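 also: 0% = enzyme with no compound and 100% = wells without enzyme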
#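 Test system: human alpha-thrombin protein / Dosing: one concentration per compound, 5 µM, with 0.2% DMSO / Medium: pH 7.5 Tris-saline with Tween 20 / Benchmarks: no-compound enzyme wells and no-enzyme blanks / Read-out basis: percent inhibition of thrombin substrate cleavage / Timing: reaction at room temperature / Measured by: fluorescence, ex 355 nm, em 460 nm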
# Rad51 HR inh = blocks human Rad51 in homologous recombination; 200,000 compounds, 0.085% hits; Q06609; inhibition, % at 10 µM; hRad51 DNA strand exchange, fluorescence dequenching;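 active = inhibition above 40% at the single screening dose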;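 also: 0% = DMSO control wells and 100% = blanks with heterologous ssDNA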
#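 Material: hRad51 filaments on single-stranded DNA; Reagent: Donor/quencher-labelled 47-bp dsDNA substrate; Compound: 10 µM final, single point; Schedule: 37 °C 15-min filament assembly, 30-min compound preincubation, 15-min exchange; Technique: FRET fluorescence, excitation 485 nm, emission 520 nm; Benchmarks: control wells and blank wells on each plate.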
# hK5 inh = kallikrein 5 (human) inhibition | Q9Y337 | inhibition, % at 5 µM | 210,000 compounds, 0.59% hits | AID 873 | recombinant hK5, fluorogenic AMC substrate cleavage;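 active = inhibition of 40% or more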;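 also: 0% = enzyme controls without compound and 100% = no-enzyme blanks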
# Target sequence (Q9Y337 67-293 limits assumed): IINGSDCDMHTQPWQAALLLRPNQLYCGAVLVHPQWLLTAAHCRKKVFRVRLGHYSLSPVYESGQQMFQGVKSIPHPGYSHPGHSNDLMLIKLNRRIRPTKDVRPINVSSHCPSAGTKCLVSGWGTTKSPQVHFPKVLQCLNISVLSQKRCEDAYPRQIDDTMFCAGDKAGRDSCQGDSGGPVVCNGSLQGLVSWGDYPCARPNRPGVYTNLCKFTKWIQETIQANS
# Cl transport mod = modulates chloride dependent transport by human KCC2 | KCC2 cells, thallium flux FluoZin-2 fluorescence | 190,000 compounds, 2.2% hits | AID 1456 | B-score of Tl+ flux slope (higher = more flux/activation; lower = inhibition) at 10 µM;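 active = thallium flux slope and its plate-corrected score both differing from the plate sample mean at a set confidence after two filtering rounds, in either direction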;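 also: slope of fluorescence scaled to starting intensity during 10 to 20 s after thallium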
# m-calpain inh = calpain II (pig) inhibition; inhibition, % at 16 µM; AID 1236; 220,000 compounds, 0.37% hits; purified calpain II, fluorogenic peptide substrate, 30 min;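 active = inhibition above about 50%, limit read from the data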
# Starred values were filed as active, the others as inactive; i = inactive; . = not tested or not shown; [ ] = another dose, or the depositor's remark. These rows are one share of the data; rates above refer to the full screens.
SMILES,Furin inhibitor,PERK inhibitor,FXIa inh,FXIIa inh 1536,thrombin 1536,Rad51 HR inh,hK5 inh,Cl transport mod,m-calpain inh
CCOc1ccc(N(CC(=O)Nc2ccccc2C)S(=O)(=O)c2c(C)noc2C)cc1,-10,-1.0,1,8,-4,4,-21,-0.23,12
CCOC(=O)c1ccc(S(=O)(=O)NNC(=O)COc2ccccc2C)cc1,-24,0.1,7,6,-7,7,-3,-0.076,-6
CC(O)C(NS(=O)(=O)c1ccc(Cl)cc1)C(=O)OCC(=O)Nc1cccnc1Cl (stereo unspecified),-2,1.0,25,34,8,-35,-8,-1.1,5
O=C(COC(=O)Cc1ccccc1[N+](=O)[O-])NCc1ccc(Cl)cc1,-5,1.0,5,8,-4,.,-23,-0.46,11
c1ccc(-c2nnc(CSc3ccc4c(c3)OCCO4)o2)cc1,-12,0.5,-6,1,-15,-36,-3,-1.1,-8
Cc1ccc[n+](-c2nc([O-])sc2C=O)c1,-10,1.1,-8,1,-4,-425,-8,i,26
CC(C)Cc1nnc(NC(=O)CSc2nc(-c3ccccc3)cc(=O)[nH]2)s1,-20,1.0,-2,3,-3,-14,.,-0.38,10
CCCCOC(=O)c1cccc(NC(=O)CCC(=O)O)c1,-14,2.6,-6,7,1,0,-17,1.1,24
CCOC(=O)CN1NC2(CCCC(C)C2)NC1=S (stereo unspecified),-9[20 µM],-1.4,-18,13,3,-2,11,.,15
COc1cc(OC)cc(C(=O)NCC(=O)OCC(=O)c2cc(C)n(Cc3ccco3)c2C)c1,4,-1.2,1,14,25,.,26,-1.2,17
Cc1ccc(-c2nc(C3CCN(S(C)(=O)=O)CC3)no2)cc1,-14,-0.3,17,11,-20,-5,-2,-0.55,26
Cc1ccc(C(=O)CSc2nnc(-c3ccco3)n2CC2CCCO2)cc1 (stereo unspecified),-22,-0.7,4,-1,-1,1,4,.,2
CCN(CC(=O)Nc1cccc(OC)c1)c1ncnc2sc(C)c(C)c12,-19,-0.6,-8,2,-7,1,-3,-2.4,13
Cn1c(NC(=O)c2ccc(S(=O)(=O)N3CCCCC3)cc2)cc(=O)n(C)c1=O,-15,0.9,6,12,3,1,-6,0.47,-4
CCNC(=O)COC(=O)CCNC(=O)c1cccc(C)c1,-16,0.3,-5,-1,-9,8,-13,1.5,-9
Cc1cc(C)c(C2C(C#N)=C(N)Oc3n[nH]c(C)c32)cc1CN1CCOCC1 (stereo unspecified),-25[20 µM],0.6,-10,4,-5,.,18,.,20
COc1ccc(/C=C/C(=O)N(C)Cc2cccs2)cc1S(=O)(=O)N1CCOCC1,-20,0.8,5,11,1,20,-1,-0.94,-11
Nc1nc(SCC(=O)N2CCCC2)[nH]c(=O)c1-c1ccccc1,-23[20 µM],0.0,5,21,4,-2,3,0.82,1
Cc1ccc(S(=O)(=O)N(Cc2ccccc2)c2ccccc2C(=O)NCc2ccco2)cc1,-14[20 µM],0.1,-7,47*,-2,.,-3,.,22
N#Cc1cc(Oc2cccnc2)c(Oc2cccnc2)cc1C#N,-26[20 µM],-0.2,-15,14,0,1,3,0.13,-25
Cc1ccc(-c2cc(-c3ccc(Cl)cc3)c(C#N)c(N)n2)o1,-20,0.5,4,16,2,-1,-16,0.35,-320
Cc1cc(NS(=O)(=O)c2ccc(NC(=O)C(C)Oc3ccc4c(C)cc(=O)oc4c3)cc2)no1 (stereo unspecified),-23[20 µM],0.6,-3,11,-4,-3,-2,0.34,-69
CCOC(=O)C1CCCN(C(=O)C2CCCN(S(C)(=O)=O)C2)C1 (stereo unspecified),-16,0.2,-2,15,0,11,-24,0.12,3
CC(=O)C1=C(O)C(=O)N(Cc2cccnc2)C1c1ccc(O)cc1 (stereo unspecified),-4,0.5,4,10,.,-2,4,0.89,-7
Cn1c(=O)c2c(nc(SCc3ccccc3)n2Cc2ccc(Cl)cc2)n(C)c1=O,2[20 µM],0.2,7,14,0,-16,-6,0.19,1
Cc1cccc2nc(CSC(=N)N)c(Br)n12,-22,-0.5,3,8,1,.,-10,-0.31,-4
COc1ccc(N2C(=O)CC(N(CCc3ccccc3)C(=O)c3ccccc3)C2=O)cc1 (stereo unspecified),-13,-0.8,1,14,-1,.,2,-1.3,16
O=S(=O)(c1cccc(C(F)(F)F)c1)N1CCN(C(=S)NCc2ccco2)CC1,-15,0.6,11,14,-3,1,-12,-0.99,3
CCN(CC)CCCNC(=O)C1CCCN(c2nnc(N3CCCC3=O)s2)C1 (stereo unspecified),-16[20 µM],0.0,5,2,-2,-1,-15,0.74,-54
CSc1nc(C)c2cc(C)oc2n1,-19,-1.2,-10,-1,-3,-5,-1,0.26,14
O=C(NC1CCN(Cc2ccccc2)CC1)c1ccc(S(=O)(=O)NCc2ccco2)cc1,-9,0.2,1,9,1,-6,7,-0.67,-7
CCOc1ccccc1NC(=O)Cn1[nH]c(=O)c2ccccc2c1=O,-24,0.1,-2,3,-4,0,-2,1.2,-2
Cc1cc(C(=O)COC(=O)CNC(=O)c2ccc(F)cc2)c(C)n1Cc1ccco1,-5,0.0,-4,-8,-14,-4,-23,-0.7,-19
COC(=O)c1ccccc1NC(=S)NC(=O)c1ccc2ccccc2c1,-12,1.5,6,12,-7,13,-14,1.4,-14
Cn1ccnc1C(O)(c1nnc(-c2ccccc2)o1)C(F)(F)F (stereo unspecified),-25,0.7,19,27,1,5,-2,.,0
Nc1nnnn1/N=C/C=C/c1ccccc1,-9,0.7,0,16,1,3,-14,-0.46,-29
Cc1ccc(S(=O)(=O)N2CCCC2C(=O)OCc2ccco2)cc1 (stereo unspecified),-14[20 µM],-0.4,-4,12,0,-11,-1,-0.52,-113
Cn1cnc2c(=O)[nH]cc([N+](=O)[O-])c21,-23,0.0,-4,0,8,-2,-3,0.86,-5
CCOC(=O)C1=C(CN2CCc3ccccc32)NC(=O)NC1c1cccc([N+](=O)[O-])c1 (stereo unspecified),-14[20 µM],-1.4,-2,16,3,4,-16,.,-33
Cc1cccc(NC(=O)/C(C#N)=C/c2cn(CC(=O)NCc3ccco3)c3ccccc23)c1,-26,0.5,5,3,0,-2,-1,0.74,-6
Cc1ccc(C(=O)N/C(=C/c2cccs2)C(=O)NCCc2c[nH]c3ccccc23)cc1,-28,0.4,4,6,1,-4,-3,-3.5,-41
Cc1ccc(C)c(NC(=S)NC2CC3CCCC(C2)N3CC(C)C)c1 (stereo unspecified),-25[20 µM],0.2,-3,2,1,0,0,1.1,16
CC(C)=N/N=C1\NC(=O)C(C)S1 (stereo unspecified),-14,2.3,0,1,-8,9,-4,-0.37,-18
Cc1ccc(NC(=O)c2ccc(Cl)c(N3C(=O)C=CC3=O)c2)cc1,-6,2.4,5,13,0,-5,0,-1.4,-53
CCOC(=O)c1c(NC(=O)CCC(=O)O)sc2c1CC(C)(C)OC2,-22,1.3,4,16,3,-9,4,-2.3,-32

# Rewritten tab-delimited: part of the list above.
canonical_smiles	Furin inhibitor	PERK inhibitor	FXIa inh	FXIIa inh 1536	thrombin 1536	Rad51 HR inh	hK5 inh	Cl transport mod	m-calpain inh
CC(C)=N/N=C1\NC(=O)C(C)S1 (stereo unspecified)	-14	2.3	0	1	-8	9	-4	-0.37	-18
Nc1nnnn1/N=C/C=C/c1ccccc1	-9	0.7	0	16	1	3	-14	-0.46	-29
COC(=O)c1ccccc1NC(=S)NC(=O)c1ccc2ccccc2c1	-12	1.5	6	12	-7	13	-14	1.4	-14
CCOC(=O)C1=C(CN2CCc3ccccc32)NC(=O)NC1c1cccc([N+](=O)[O-])c1 (stereo unspecified)	-14[20 µM]	-1.4	-2	16	3	4	-16	.	-33
Cc1cc(C(=O)COC(=O)CNC(=O)c2ccc(F)cc2)c(C)n1Cc1ccco1	-5	0.0	-4	-8	-14	-4	-23	-0.7	-19
Cn1cnc2c(=O)[nH]cc([N+](=O)[O-])c21	-23	0.0	-4	0	8	-2	-3	0.86	-5
Cc1ccc(C(=O)N/C(=C/c2cccs2)C(=O)NCCc2c[nH]c3ccccc23)cc1	-28	0.4	4	6	1	-4	-3	-3.5	-41

# Remaining list, next part.
SMILES,Furin inhibitor,PERK inhibitor,FXIa inh,FXIIa inh 1536,thrombin 1536,Rad51 HR inh,hK5 inh,Cl transport mod,m-calpain inh
CC1(C)Cc2c(sc3nc(SCC(=O)NCc4ccco4)n(-c4ccccc4)c(=O)c23)CS1,-6[20 µM],-0.5,5,2,3,-1,20,0.21,-51
CC(=O)c1ccc2c(c1)Nc1ccccc1S2,-21,0.2,-5,1,-3,-2,15,0.09,7
O=C(NCCCN1CCOCC1)NC1CCCCC1,-24[20 µM],0.4,3,12,3,6,-21,-0.011,-21
Cc1ccc(Cn2ccc(NC(=O)c3cc(-c4ccccc4)on3)n2)cc1,-16[20 µM],0.5,-12,-6,-9,1,5,1.5,17
CN(c1c[nH]c(=O)[nH]c1=O)C1CCCCC1,-25,0.6,-3,5,-8,8,-2,0,-43
CC(=O)Nc1ccc(NS(=O)(=O)c2cc(-c3n[nH]c(=O)c4ccccc34)ccc2C)cc1,-16,0.0,-3,4,-3,19,-3,-0.028,-4
C=CCn1c(SCC(=O)N2CCN(C(=O)c3ccco3)CC2)nc2sc(CC)cc2c1=O,-2,-0.6,-17,0,-3,10,6,-0.91,-15
O=C(c1ccncc1)N1N=C2CCCCCC2C1(O)C(F)(F)F (stereo unspecified),-38,0.9,0,12,-6,14,0,-0.8,-28
COc1ccc(C(CNC(=O)c2ccc3c(c2)C(=O)N(CCC(C)C)C3=O)N2CCOCC2)cc1 (stereo unspecified),-14,-1.3,3,15,0,2,8,0.58,-48
CC(=O)Nc1ccc(NC(=O)CCNS(=O)(=O)c2cccc3nsnc23)cc1,-12,0.9,-4,7,2,6,-2,1.3,-13
COc1ccccc1NC(=O)c1ccc(NS(=O)(=O)c2c(C)noc2C)cc1,-25,1.5,7,15,3,7,-16,0.3,-36
Cc1cccc(C)c1NC(=O)CN(C)CC(=O)Nc1ccccc1Oc1ccccc1,-14,-0.4,-5,1,-2,-3,-15,-0.12,-18
O=C(Cn1nnc2ccccc2c1=O)NC1CCCc2ccccc21 (stereo unspecified),-10[20 µM],-0.2,9,17,0,1,-4,-0.17,12
Cn1cc(-c2ccccc2C(N)=O)c(=O)c2ccccc21,-20,0.4,0,-5,-6,-3,-8,-0.012,-26
Cc1cc(C)c(NC(=O)C2CCCCN2C)c(C)c1 (stereo unspecified),-29[20 µM],0.0,6,12,3,3,7,-2.3,-31
CCCOC(=O)Nc1nc2ccccc2o1,-17,1.4,-2,15,0,-13,-23,.,-6
CCCN(CCC)S(=O)(=O)c1ccc(C(=O)Nc2nc(-c3ccccc3)c(C(=O)OCC)s2)cc1,-6,0.5,-1,-2,-15,7,9,-0.16,-49
COc1ccc(OCC(=O)N2CCN(S(=O)(=O)c3ccccc3[N+](=O)[O-])CC2)cc1,-9,0.1,-3,1,-5,5,-7,0.66,1
CCCCN(C)C(=O)c1nc2ccccn2c1CNCCCn1ncc2ccccc21,-10,-2.2,-6,1,-10,.,-5,-1,5
O=C(C1CC1)N1CCN=C1SCc1ccc(F)cc1,-36,1.6,5,11,0,3,1,.,5
CS(=O)(=O)N(CC(=O)NC1CCCC1)c1ccc(Oc2ccccc2)cc1,-11,0.0,-8,-1,-14,9,-6,-0.99,12
CCc1cn([C@H]2C[C@H](O)[C@@H](CO)O2)c(=O)[nH]c1=O,-4,1.4,5,7,.,2,-7,-0.15,5

# Assay outcomes (PubChem BioAssay)
